Screening results: PubChem BioAssay, several laboratories
cardiac RTF act = cardiac RTF calcium sensitivity activators, primary screen, biochemical, IANBD-TnC fluorescence, EC20 calcium; hit rate 0.24% among 340,000; AID 493008, 2010; IANBD-labeled TnC RTF fluorescence at EC20 calcium; 0% EC20 calcium, 100% full calcium; activation, % at 7.2 µM; Troponin I, cardiac muscle (Homo sapiens) + Troponin T, cardiac muscle (Homo sapiens) + …;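 active = activation above the mean over all tested compounds plus 3 SD, cut at about 30% in these data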;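 note: rise in fluorescence read as greater calcium sensitivity of cardiac thin filaments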
V-ATPase pHluor = regulators of yeast V-ATPase proton pumping, primary screen, pHLuorin cytosolic pH fluorescence; response, % at 10 µM; S. cerevisiae; hit rate 0.37% among 350,000; in the data active = response mostly above about 7.3%, no sharp cut-off; inactive = mostly below about 5.4%; note: actives read high; inactives centre near 0; some compounds called inactive have numbers as strong as hits; reference of the scale not given here
MITF TRPM1 HTS = activators of MITF-driven TRPM1 promoter reporter, primary screen, cell-based, SK-MEL-5, luciferase, single point; SK-MEL-5 TRPM1-promoter luciferase, 24 h; % of positive control, neutral wells = 0; activation, % at 12.5 µM; hit rate 0.75% among 300,000;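 active = mean activation of at least 80% with every replicate also reaching 80%; inconclusive = mean reaches 80% but some replicate falls short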;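 note: 0% = neutral control wells and 100% = parthenolide positive control wells; values of inactives mirror those of a sister screen read the other way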
Tat export inh = E. coli Tat export inhibitors, primary screen, MC4100, TorA-mCherry reporter, fluorescence, single point; inhibition, % at 10 µM; hit rate 0.036% among 340,000; AID 488895, 2010;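 active = mean replicate inhibition at least 50% and at least half of replicates individually reaching 50%; inconclusive = only one of the two criteria met; inactive = neither criterion met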;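 note: exported cargo escapes ClpAP degradation while cytoplasmic cargo is degraded and loses fluorescence; 0% = median of neutral control wells and 100% = median of NaSCN control wells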
CAL PDZ FP-1 = CAL PDZ peptide-binding inhibitors, primary screen, biochemical, fluorescence polarization, Cer-tagged CAL PDZ, HTS; Golgi-associated PDZ and coiled-coil motif-containing protein (Homo sapiens), Q9HD26; purified CAL PDZ, TMR-peptide fluorescence polarization, 1 h; inhibition, % at 20 µM; hit rate 0.02% among 330,000; AID 504414, 2011;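 active = highest replicate inhibition of at least 40%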;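 note: plate controls were DMSO neutral control wells for no effect and unlabeled competitor peptide control wells for full effect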
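System: tagged CAL PDZ domain. Schedule: 1 h room-temperature incubation prior to read. Signal: fluorescence polarization (mP). Measure: percent inhibition from loss of millipolarization.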
Wnt bcat act = Wnt/beta-catenin pathway activators, primary screen, cell-based, plate reader, single point; hit rate 1.2% among 300,000; AID 743398, 2014; Wnt/beta-catenin reporter cell assay, activator; activation, % at 9.35 µM; in the data active = activation above about 30%, passing the limit was not always enough; inconclusive = no clear call, values can overlap the other calls;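 note: 0% = neutral control wells and 100% = positive control wells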
CDK5 inh = inhibitors of human CDK5/p35 kinase, primary screen, biochemical, single concentration; inhibition, % at 10 µM; Recombinant CDK5/p35, ADP-Glo luminescence, 60 min; hit rate 0.01% among 330,000; Cyclin-dependent kinase 5 (Homo sapiens) + Cyclin-dependent kinase 5 activator 1 (Homo …;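 active = highest replicate inhibition of at least 50% and at least 75% of replicates reaching 50%; inconclusive = only one of the two criteria met; inactive = both criteria failed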;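 note: plate controls were DMSO neutral control for no effect and GW8510 at 10 µM for full effect; many of its hits are not listed in these tables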
Target sequence (Q00535 whole entry, looked up): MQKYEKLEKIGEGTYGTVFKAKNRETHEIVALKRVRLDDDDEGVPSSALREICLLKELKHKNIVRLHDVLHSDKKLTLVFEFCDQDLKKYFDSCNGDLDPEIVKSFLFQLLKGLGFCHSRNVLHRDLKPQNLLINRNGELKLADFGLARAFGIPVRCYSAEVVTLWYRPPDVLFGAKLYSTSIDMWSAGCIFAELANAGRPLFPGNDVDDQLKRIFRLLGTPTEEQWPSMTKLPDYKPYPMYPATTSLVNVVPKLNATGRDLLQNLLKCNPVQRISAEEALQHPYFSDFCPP
Target sequence (Q15078 whole entry, looked up): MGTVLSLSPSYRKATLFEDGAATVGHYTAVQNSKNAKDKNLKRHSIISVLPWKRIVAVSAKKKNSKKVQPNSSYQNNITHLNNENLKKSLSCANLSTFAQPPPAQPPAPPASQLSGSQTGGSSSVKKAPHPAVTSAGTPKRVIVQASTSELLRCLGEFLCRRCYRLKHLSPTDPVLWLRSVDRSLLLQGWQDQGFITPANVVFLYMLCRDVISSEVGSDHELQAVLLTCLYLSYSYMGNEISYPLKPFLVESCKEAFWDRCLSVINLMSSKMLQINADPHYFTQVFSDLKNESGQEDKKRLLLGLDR
CAL PDZ FP-2 = untagged CAL PDZ binding inhibitors, primary screen, biochemical, fluorescence polarization, HTS. Golgi-associated PDZ and coiled-coil motif-containing protein (Homo sapiens), Q9HD26. inhibition, % at 24.9 µM. AID 602252, 2012. purified CAL PDZ, TMR-peptide fluorescence polarization, 1 h. hit rate 0.92% among 300,000;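 active = mean inhibition of at least 30% with at least half of replicates also reaching 30%; inconclusive = no clear call, values can overlap the other calls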;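 note: 0% = DMSO neutral control and 100% = excess unlabeled competitor peptide PRC23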
dFosB act = activators of delta FosB homodimer, primary screen, biochemical, fluorescence polarization, TAMRA-CDK5 oligo, single point; Protein FosB (Mus musculus), P13346; purified delta FosB; percent of positive-control signal above neutral wells; activation, % at 25 µM; hit rate 0.99% among 340,000; AID 493131, 2011;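 active = mean activation above about 17%, with every replicate also reaching it, limit read from the data, passing the limit was not always enough; inconclusive = only one of the two conditions met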;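 note: fluorescence polarization rise as delta FosB binds a TAMRA Cdk5 AP-1 oligo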
Target sequence (P13346 whole entry, looked up): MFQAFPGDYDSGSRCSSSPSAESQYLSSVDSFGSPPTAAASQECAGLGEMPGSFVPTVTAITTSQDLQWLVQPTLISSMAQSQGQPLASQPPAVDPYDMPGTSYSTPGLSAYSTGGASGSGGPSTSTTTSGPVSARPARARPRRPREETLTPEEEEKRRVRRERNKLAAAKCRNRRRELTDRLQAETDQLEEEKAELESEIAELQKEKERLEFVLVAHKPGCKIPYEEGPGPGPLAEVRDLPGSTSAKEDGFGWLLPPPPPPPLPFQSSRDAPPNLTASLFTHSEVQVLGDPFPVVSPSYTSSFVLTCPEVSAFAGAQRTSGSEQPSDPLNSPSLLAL
Rtt109 Vps75 = inhibitors of C. albicans Rtt109/Vps75 HAT, primary screen, biochemical, ThioGlo CoA-SH fluorescence, plate reader | inhibition, % at 34.9 µM | AID 540336, 2011 | Histone acetyltransferase RTT109 (Candida albicans (strain SC5314 / ATCC MYA-2876)), … | purified Rtt109/Vps75, 4 h | hit rate 0.16% among 330,000;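 active = inhibition of at least 50% in every replicate; inconclusive = best replicate reaches 50% inhibition but some replicates fall short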
* hit, by the source's call; ? = inconclusive; · = no result given; + = active, no number.

SMILES	cardiac RTF act	V-ATPase pHluor	MITF TRPM1 HTS	Tat export inh	CAL PDZ FP-1	Wnt bcat act	CDK5 inh	CAL PDZ FP-2	dFosB act	Rtt109 Vps75
CC(=O)C1=C(O)C(=O)N(c2ccc(C)cc2)C1c1ccccn1 (stereo unspecified)	9	0	-6	-2	·	6	-3.1	-1	0	-3
COCCNC(=O)C1CCCN(c2ncccn2)C1 (stereo unspecified)	1	1	4	-1	-1.0	·	-2.1	-2	-2	3
Cc1cc(C)c(C(=O)Cn2nc(C(=O)O)c3ccccc3c2=O)cc1C	4	-1	2	2	-0.8	2	-2.7	-6	8	-3
CN(C)S(=O)(=O)c1cccc(NC(=O)COC(=O)c2cc(-c3cccc(Br)c3)nc3ccccc23)c1	6	-2	-7	-4	-0.6	·	-0.3	-4	-15	-5
Cc1ccc(S(=O)(=O)Nc2ccc3cn[nH]c3c2)cc1	9	-1	-24	3	-0.7	1	-0.2	·	0	0
O=C(CCc1ccccc1)Nc1ccc(NC(=O)c2ccco2)cc1	-3	1	22	5	-2.4	3	0.2	-2	3	2
CCCCCCN1CC(C(=O)OCC)C(=O)C1=O (stereo unspecified)	2	-1	9	1	-1.2	·	0.6	-2	-4	-8
COC(=O)C(C)Sc1ccc2nnc(-c3ccccc3)n2n1 (stereo unspecified)	-3	-2	3	-1	-1.6	·	0.2	-4	-4	0
COc1ccc(NC2=CC(c3cccc(OC)c3)N(c3ccc(OC)cc3)C2=O)cc1 (stereo unspecified)	0	1	-11	-2	-1.4	·	-1.1	-1	1	-5
CC(=O)Nc1ccc(S(=O)(=O)NCC2(N3CCOCC3)CCCCC2)cc1	3	-8	-4	1	-2.5	-3	1.2	1	-6	44
Cc1cc(C)nc(SCC(=O)Nc2ccc(Br)cn2)n1	3	-2	-5	-6	-0.5	0	-0.8	-5	-1	-1
CC1CCN(C(C(=O)NC2CCCCC2)c2cc3c(cc2[N+](=O)[O-])OCO3)CC1 (stereo unspecified)	0	3	2	-20	-0.9	-4	0.3	3	-5	1
COc1ccc(CSCC(=O)NCCC(C)C)cc1	1	-2	11	2	-0.1	-1	-1.5	·	2	-3
CC(=O)Nc1ccc(S(=O)(=O)Nc2cccc(C(=O)Nc3ccccc3C(=O)O)c2)cc1	3	-1	·	-6	-0.6	-1	-6.2	-11	-6	1
CCCOc1ccc(C(O)C(CN2CCOCC2)c2ccccc2)cc1 (stereo unspecified)	2	-1	-1	-3	-0.2	·	0.6	1	-9	7
O=C(/C=C/c1ccc(Cl)cc1)Nc1ccccc1N1CCOCC1	-4	3	8	-3	0.6	-4	-1.4	-4	7	-1
Cc1cc(Nc2nnnn2-c2ccccc2)n(-c2ccc(Cl)cc2)n1	1	-3	-25	-17	0.6	·	-0.1	-2	5	-12
O=C(NCc1ccc(Cl)cc1)C1C2C=CC3(CN(Cc4cccnc4)C(=O)C13)O2 (stereo unspecified)	2	-2	0	-4	-0.3	0	0.7	-1	-4	6
NC(=O)c1ccsc1NC(=O)c1ccc(N2CCCC2=O)cc1	3	-1	-4	-8	-3.4	8	3.1	-1	-13	·
CN(C)C(CNC(=O)C1CCCN(C(=O)c2ccc(Cl)cc2)C1)c1ccco1 (stereo unspecified)	0	-3	-7	-8	·	-12	1.1	-1	-3	-10
COc1ccccc1OCC(=O)NCC1CCCCC1	-4	-3	12	8	-1.5	·	0.6	·	6	5
COc1ccccc1C(=O)NCC(=O)N1CC=C(c2ccccc2)CC1	-3	5	6	2	-1.7	-2	-3.2	-7	2	-6
COc1ccccc1N1CCN(C(=O)c2ccc([N+](=O)[O-])s2)CC1	1	0	-21	-11	-0.7	-2	1.6	-3	-5	-12
Cc1cccc(NC(=O)/C(C#N)=C/c2ccc(Cl)cc2)n1	1	-3	-1	-16	-0.8	1	1.3	3	-3	2
O=C(Cn1nc(C(=O)O)c2ccccc2c1=O)Nc1ccccc1C(F)(F)F	-1	-2	18	1	-2.2	-2	-0.8	-1	78*	-6
COc1cc(S(=O)(=O)NCc2ccccn2)c(OC)cc1Cl	1	-4	-2	-4	-1.5	·	0.1	-2	3	1
CCC(C)NC(=O)COc1ccc(S(=O)(=O)N2CCOCC2)cc1 (stereo unspecified)	9	5	-5	-4	-1.6	·	0.4	1	-2	·
CCN1CCCC1CNCc1cccc(OC)c1OCc1ccccc1F (stereo unspecified)	3	2	-1	4	-1.9	-2	-1.1	-3	-7	9
CCN1c2ccc(S(=O)(=O)N3CCOCC3)cc2N(Cc2ccc(OC)cc2)C1C (stereo unspecified)	0	2	13	-2	-0.9	-2	-0.5	-2	-7	9
COc1cccc(OC)c1C(=O)NNC(=O)c1cccc(COc2ccc3c(c2)CCC3)c1	12	3	·	19	-1.9	?	-2.7	-2	-30	10
O=C(Cc1cccc2ccccc12)NN1C(=O)C2C(C1=O)C1C=CC2C12CC2 (stereo unspecified)	2	-1	0	?	-0.7	·	1.9	-5	-3	1
O=C(N/N=C/c1ccc[nH]1)c1cccnc1	1	-1	-5	-6	-1.2	·	-0.5	3	5	-7
Cn1c(CN2CCOCC2)nnc1SCc1cccc(F)c1	4	3	1	-1	-0.4	-2	-1.0	-2	6	?
CCCc1cc(=O)oc2cc(OCC(=O)Nc3ccc4c(c3)OCCO4)ccc12	-1	-2	0	-2	-1.6	·	0.8	-3	2	-2
O=C(Nc1ccc(Cl)c(Cl)c1)Nc1ccc(Br)cc1F	0	0	6	-5	-2.2	-1	-0.7	-4	1	0
N=C(N)c1ccc(O)cc1	11	-3	0	-3	-1.2	1	-0.9	4	-3	20
COc1ccccc1/C=N/NC(=O)CNC(=O)c1ccc(S(=O)(=O)N(C)C)cc1	-6	-3	2	-9	-1.4	-2	0.5	4	-1	8
Cc1nc2ccccn2c1P(=O)(N1CCCCC1)N1CCCCC1	-1	4	-2	-9	-0.3	·	-0.3	-2	2	0
CN1CCCC(OC(=O)c2cc(Br)ccc2Cl)C1 (stereo unspecified)	-5	-2	28	-2	0.2	·	0.3	-1	2	2
Cc1cc(C)c(S(=O)(=O)N2CCN(C(=O)CCn3nc(C)c(C)c3C)CC2)c(C)c1	0	13	-9	2	-2.9	-3	-0.6	-5	-3	10
CN(CC(=O)NCCN1CCCCCC1)S(=O)(=O)c1cccc2nsnc12	-3	-6	-1	-12	-0.1	1	2.8	0	-4	10
Cc1ccc(C)n1-c1cccc(NC(=O)c2ccccc2)c1	-3	0	-11	-9	0.3	·	2.5	-2	-2	-17
Cc1ccc(Nc2c([N+](=O)[O-])c(=O)oc3ccccc23)cc1C	-5	0	-27	-4	-1.2	-1	1.5	4	0	13
Cc1[nH]c2ccccc2c1C(=O)C(=O)N1CCN(C(=O)c2ccco2)CC1	0	-1	-2	-2	-7.0	1	1.3	-8	-2	-11
COc1ccc(CNC(=O)CCC(=O)c2ccc(C)cc2)cc1OC	-1	1	-2	5	-3.3	-3	-1.1	-3	-2	-6
COc1ccc(CCc2nnc(N)s2)cc1OC	5	-5	2	3	-0.2	1	-1.6	·	-7	2
Cc1ccc(S(=O)(=O)NC2(C(F)(F)F)C(=O)Nc3c2c(=O)n(C)c(=O)n3C)cc1 (stereo unspecified)	2	2	7	-8	-0.1	·	8.7	-2	5	-2
O=C(N/N=C/c1cccnc1)c1ccc(NC(=O)c2ccc(Cl)cc2)cc1	1	-1	8	-2	-4.7	-1	0.5	-2	42*	-4
CCCN(CCC)C(=O)CSc1nc2ccsc2c(=O)n1NC(=O)c1ccccc1	-4	-1	·	-9	-0.9	·	-2.1	-3	-8	7
Cn1c(C(=O)O)c(S(=O)(=O)c2ccc(Cl)cc2)c2ccccc21	-2	1	-6	6	-0.4	3	-1.9	-2	-3	-4
O=C(CN1CCc2cc3c(cc2C1)OCCCO3)Nc1ccccc1	-1	3	5	-2	0.4	-2	0.0	1	2	0
Cc1ccccc1N1CCN(Cc2cccc(C(=O)O)c2)CC1	1	-1	·	-3	-0.1	·	-1.1	-2	2	-38
COc1ccc(Oc2nc3c(c(=O)n(C)c(=O)n3C)n2Cc2cccc(OC)c2)cc1	1	5	·	1	-0.8	-2	-0.4	-4	8	-3
Cc1ccc(S(=O)(=O)N2CCOC2CNC(=O)C(=O)NCc2ccccn2)cc1 (stereo unspecified)	3	-1	-5	-6	-0.4	-1	1.4	·	-2	3
O=S(=O)(NCCc1c[nH]c2ccccc12)c1ccc(F)cc1	5	0	·	-9	-0.1	0	-2.9	3	-7	0
CCCOn1c(OCC(C)C)nc2ccccc2c1=O	3	3	-8	4	-0.1	-7	-1.2	0	0	10
O=C(C1CCC(CNS(=O)(=O)c2cccc3nsnc23)CC1)N1CCN(c2ccccn2)CC1 (stereo unspecified)	-1	-1	-6	-1	0.8	-1	-0.6	2	-4	3
CCN(CC(=O)NCc1ccc(Cl)cc1)C(=O)Cc1ccc(OC)cc1	-3	0	0	-5	-0.9	-5	-1.5	1	-9	7
COc1cccc(-c2ocnc2C(=O)Nc2ccc(N3CCOCC3)cc2N2CCOCC2)c1	-5	-1	-5	7	-0.7	-3	-1.8	0	-21	-9
Cc1ccccc1N1C(S)=C(C#N)C(=O)NC1c1cccs1 (stereo unspecified)	3	2	-2	-11	-0.7	-3	2.5	-3	-4	+

Continuation:
SMILES	cardiac RTF act	V-ATPase pHluor	MITF TRPM1 HTS	Tat export inh	CAL PDZ FP-1	Wnt bcat act	CDK5 inh	CAL PDZ FP-2	dFosB act	Rtt109 Vps75
CC(OC(=O)c1ccc2noc(-c3ccccc3)c2c1)C(N)=O (stereo unspecified)	0	-1	-1	8	-2.2	5	-0.4	-1	-21	-4
CC(=O)Nc1ccc2c(c1)C(=O)c1cccc(C(=O)O)c1-2	0	-3	-13	7	-0.2	0	0.5	-8	0	-3
CC(C)(CC(=O)O)CC(=O)NNc1ncccc1C#N	-1	2	-5	-1	-0.1	6	0.4	·	4	-1
Cn1c(/C(C#N)=C(\O)c2ccc(S(=O)(=O)N3CCCCC3)cc2)nc2ccccc21	-1	3	0	-7	-2.9	-2	-2.7	1	-11	-33
c1ccc([C@H]2CN3CCSC3=N2)cc1	3	-3	-4	5	0.2	1	0.3	-1	-6	-1
